RNase H inhibition = RNase H inhibition, HIV 1 Gag Pol polyprotein, FRET biochemical assay, screening (AID 372); HIV-1 RT RNase H, FRET RNA/DNA substrate fluorescence; higher % means a stronger effect; one-dose inhibition, % at 10 µM; IC50 in µM for titrated hits; hit rate 0.77% among 100,000; in the data active = inhibition above about 50%
* = called active by the depositor. Some of the compounds tested; count on the stated rates, not on these rows.

SMILES	RNase H inhibition
Cc1cccc(NC(=O)CCC(=O)N/N=C/c2ccccc2F)c1	0%
O=C(Oc1ccc(C(=S)N2CCOCC2)cc1)c1ccccc1Cl	11%
Cc1ccc(-n2c(C)cc(C=C3C(=O)N(C)C(=S)N(C)C3=O)c2C)cc1	5%
Cc1ccc(C(=O)c2cccc(C(=O)c3ccc(C)c(C)c3)c2)cc1C	8%
Cc1ccc([N+](=O)[O-])cc1NC(=S)NC(=O)c1ccc(Cl)cc1	7%
COc1cc(C(=O)Nc2ccc(C)cc2Br)cc(OC)c1OC	5%
CN(C(=O)Cc1cccs1)c1ccccc1	7%
COC(=O)C1NN=C(C(=O)c2ccccc2)C1c1ccccc1 (centres undefined)	0%
COc1ccc(N(CC(=O)NC(C)(C)C)S(=O)(=O)c2ccc(C)c([N+](=O)[O-])c2)cc1	0%
CCOC(=O)C1=C(C)N=c2s/c(=C\c3cccs3)c(=O)n2C1c1ccc(F)cc1 (centres undefined)	14%
COc1ccc(C(=O)CC(C(C)C)C(C=C(C)C)C(=O)c2ccc(OC)cc2)cc1 (centres undefined)	29%
CCOc1cc(/C=C2\C(=O)NC(=O)N(c3ccc(Cl)cc3)C2=O)cc(I)c1OC	5%
O=C(Nc1ccccc1C(=O)N1CCOCC1)c1cccnc1	8%
CCOC(=O)c1c(NC(=O)/C(C#N)=C\c2cc(-c3ccccc3)n[nH]2)sc2c1CCCC2	43%
CCOc1ccccc1C1Oc2nc(SC)nnc2-c2ccccc2N1C(=O)CC (centres undefined)	3%
O=C(NNc1ccccc1)c1nc(-c2ccccc2)cc(-c2ccccc2)n1	10%
Cc1ccc2[nH]c3nc(N/N=C/c4c(O)ccc5ccccc45)nnc3c2c1	0%
CCCCN(CCCC)C(=O)c1ccc(Cl)c([N+](=O)[O-])c1	2%
Cc1ccc(-n2ccc(N)c(C#N)c2=O)cc1	11%
COc1ccc(CCN2C(=O)CSC2c2ccccc2[N+](=O)[O-])cc1OC (centres undefined)	9%
O=C(c1ccc(N2CCN(C(=O)c3ccc(F)c(F)c3)CC2)cc1)c1cccc(F)c1	17%
O=C(O)CCC(=O)Nc1ccc(Cc2ccc(NC(=O)CCC(=O)O)c(O)c2)cc1O	6%
Cc1ccc(Cl)cc1N=Cc1cc(Cl)cc(Br)c1O	0%
CN(C)/C=C/C=C/C(=O)c1cccc(C(=O)/C=C/C=C/N(C)C)c1O	12%
COc1cccc(NC(=O)CN(c2ccc(C(C)C)cc2)S(=O)(=O)c2ccccc2)c1	20%
COc1ccc(CN2CCCN(C)CC2)c(OC)c1	0%
Cc1cc(C=C2C(=O)c3ccccc3C2=O)c(C)n1-c1ccc(C(C)C)cc1	6%
Cc1ccc2c(c1)-c1c(ssc1=S)C(C)(C)N2C(=O)CSc1nc(C)cc(C)n1	23%
O=C1c2cccc3c([N+](=O)[O-])ccc(c23)C(=O)N1c1ccc(O)cc1	13%
CCOC(=O)/C=C(\C)N1N=C(c2cccs2)CC1c1ccc(Br)cc1 (centres undefined)	8%
CCC(C(=O)Nc1ccc(C)c(C)c1)c1ccccc1 (centres undefined)	6%
Cc1cc(N2CCCCC2)c(F)cc1C(=O)c1ccccc1	18%
O=C(Cc1ccc(Cl)cc1)Nc1ccc(-c2nc3cc(Cl)ccc3o2)cc1	36%
CCOc1ccc(/C=C(\C#N)c2nc(-c3ccc(OC)c(OC)c3)cs2)c(OCC)c1	20%
CCOC(=O)N1CCN(C(=O)C2CCN(Cc3ccc(C)o3)CC2)CC1	8%
Oc1ccc2ccccc2c1CN1CCN(c2cccc(C(F)(F)F)c2)CC1	10%
COc1ccc(CCNC(=O)C(=O)Nc2ccc(Br)cc2)cc1	39%
O=C1NN(c2cc(Cl)cc(Cl)c2)C(=O)/C1=C\c1cccc([N+](=O)[O-])c1O	5%
CCc1ccc(Nc2cc(C)nc3ncnn23)cc1	10%
Cc1cccc(C(=O)Nc2cccc(Cl)c2C)c1	0%
Cc1ccc(Cl)cc1N/C=C/C(=O)c1ccccc1	12%
COc1ccc(-c2cc(C(=O)Nc3nc4ccc(S(C)(=O)=O)cc4s3)c3ccccc3n2)cc1OC	5%
c1ccc2[nH]c(CSc3nc4ccccc4[nH]3)nc2c1	1%
O=Cc1cc(Cl)c(OCc2ccc([N+](=O)[O-])cc2)c(Cl)c1	25%
O=[N+]([O-])c1ccc(NCc2cccnc2)c([N+](=O)[O-])c1	3%
COc1cccc(-n2c(C=C3C(=O)N(C(C)C)c4ccccc43)nc3ccccc3c2=O)c1	19%
Cc1ccc(-c2nc(-c3ccc([N+](=O)[O-])cc3)[nH]c2-c2ccc(C)cc2)cc1	29%
CCOc1ccc(C(=O)NC(=S)Nc2ccc(Cl)c([N+](=O)[O-])c2)cc1Cl	28%
CC(C)(C)c1ccc(OCC(=O)Nc2ccc(NC(=O)c3ccco3)cc2)cc1	15%
C(=N\Nc1nc(-c2ccccc2)cs1)/c1cccnc1	7%
Cc1c(CCNC(=O)c2ccccc2)c2ccccc2n1Cc1ccccc1	57%*
O=c1c(Cl)c(O)cnn1C1CCCCC1	0%
COc1ccc(C(=O)NC(Nc2ccc(Cl)cc2)C(Cl)(Cl)Cl)cc1OC (centres undefined)	0%
O=C(c1cccnc1)N1CCN(c2ccc(F)cc2)CC1	3%
COc1cc(C=O)ccc1OCCCOc1ccccc1Cl	32%
COc1ccc(NC(=O)c2ccccc2Br)cc1OC	7%
COc1ccc(NCN2C(=O)S/C(=C/c3ccc(SC)cc3)C2=O)cc1Cl	3%
O=C(NCCc1ccccc1F)C1CC(=O)N(c2ccc(Br)cc2)C1 (centres undefined)	14%
CCn1c2ccccc2c2cc(CN3CCN(C(=O)CC(C)C)CC3)ccc21	22%
CC1=C(C(=O)Nc2ccc(Cl)cc2)C(c2ccc(O)cc2)NC(=O)N1 (centres undefined)	12%
More results follow:
SMILES	RNase H inhibition
O=C(Nc1nnc(CCS(=O)(=O)c2ccc(Br)cc2)s1)c1ccc(Br)cc1	0%
O=C(CCSc1ccccc1)NCCc1ccccc1	14%
Fc1ccc(-c2cnc3ccccc3n2)cc1	20%
COc1ccccc1N1CCN(C(=O)C(Sc2ccccc2)c2ccccc2)CC1 (centres undefined)	9%
Cc1ccc(C(=O)NC(=S)Nc2ccc(-c3nc4cc(Cl)ccc4o3)cc2)cc1C	15%
C=C(C)Cn1c(-c2cccc([N+](=O)[O-])c2)n[nH]c1=S	2%
CCC(C)(C)c1ccc(OCCCCNC(=O)c2cc(Oc3ccc(N)cc3)c3ccccc3c2O)c(C(C)(C)CC)c1	21%
Cc1ccccc1N1C(=O)C(=O)/C(=C(\O)c2ccccc2)C1c1cccc([N+](=O)[O-])c1 (centres undefined)	10%
COc1ccc(/C=C2\SC(=S)NC2=O)cc1C	65%*
CCCOc1ccc(C2C(C(=O)OCCc3ccccc3)=C(C)NC3=C2C(=O)CC(c2ccccc2)C3)cc1OC (centres undefined)	9%
CC1=C(C(=O)OC2CCCC2)C(c2cccc(Br)c2)C2=C(CC(C)(C)CC2=O)N1 (centres undefined)	8%
COc1ccc2c(c1)c(=O)oc1c(C)c(OC(C(=O)O)c3ccccc3)ccc12 (centres undefined)	9%
O=[N+]([O-])/C=C/c1ccc(-c2ccc(Cl)cc2)o1	12%
Cc1ccc(/C(O)=C2/C(=O)C(=O)N(CCCCCC(=O)O)C2c2ccc(F)cc2)cc1 (centres undefined)	1%
OCCNC(=S)Nc1ccc2nc(-c3ccccc3)c(-c3ccccc3)nc2c1	0%
O=C(COc1ccccc1)N1CCN(C(=O)Cc2ccccc2)CC1	3%
NNc1nc(N2CCCCC2)nc(N2CCCCC2)n1	0%
O=C(NC(CS)C(=O)O)c1cncc(O)c1 (centres undefined)	5%
Cc1ccc(/C=C2/SC(=S)NC2=O)s1	4%
O=C(c1ccc(Cl)cc1)c1ccccc1C(=O)n1nnc2ccccc21	0%

Two entries from above, as a markdown table:
| structure | RNase H inhibition |
| --- | --- |
| O=C(Nc1nnc(CCS(=O)(=O)c2ccc(Br)cc2)s1)c1ccc(Br)cc1 | 0% |
| O=C(CCSc1ccccc1)NCCc1ccccc1 | 14% |

The list continues.
SMILES	RNase H inhibition
Cc1cccc(NC(=O)CSc2cc(Cl)ccc2Cl)c1	11%
C=CCn1c(SCC(=O)OCC)nnc1-c1ccc([N+](=O)[O-])cc1	0%
CC(=O)Nc1cccc(NC(=O)c2cccc([N+](=O)[O-])c2C)c1	7%
COc1ccc2c(Cl)c(C(=O)N/N=C/c3ccc4c(c3)OCO4)sc2c1	15%
Cc1cc(C)cc(NC(=O)c2cc([N+](=O)[O-])cc([N+](=O)[O-])c2)c1	6%
C/C(=N\Nc1cc(C)nc(-c2ccccc2)n1)c1ccc(O)cc1	17%
O=C(c1ccc(Cl)cc1)N1CCN(c2ccc([N+](=O)[O-])cc2C(F)(F)F)CC1	10%
Cc1cccc(-n2c(C)cc(/C=N/NC(=O)c3ccc(CN4CCOCC4)cc3)c2C)c1	18%
CC(C)Sc1nc2ccc(N3C(=O)c4ccccc4C3=O)cc2s1	7%
CCCCOc1ccc(C(=O)NNC(=O)c2ccc(CC)cc2)cc1	14%
O=C(NCCOc1ccc(Cl)cc1)c1ccc([N+](=O)[O-])cc1	1%
Cc1sc(NC(=O)c2sc3ccccc3c2Cl)c(C#N)c1C	41%
C/C(=N\NC(=O)c1ccc(C(C)(C)C)cc1)c1ccc(O)cc1O	10%
O=C(Oc1ccc(NS(=O)(=O)c2ccccc2)cc1)c1ccc(Cl)cc1	13%
Clc1ccc(/C=N/Nc2cc(N3CCCCC3)nc(N3CCCCC3)n2)c(Cl)c1	0%
Cc1ccc(C(C)C)c(OCC(=O)Nc2ccc(O)c(-c3nc4ccccc4o3)c2)c1	30%
CCOc1cccc(C(=O)NC(=S)Nc2ccc(Cl)c(-c3nc4ccccc4s3)c2)c1	15%
O=[N+]([O-])c1ccc(/C=N/Nc2nc(Nc3ccc(F)cc3)nc(N3CCCCC3)n2)cc1	7%
CCc1c(C)sc(NC(=O)C(C)Oc2cccc(Cl)c2)c1C(N)=O (centres undefined)	3%
CCOC1=NC(C(F)(F)F)(C(F)(F)F)N=C(N=C(SC)SC)O1	15%
c1ccc(CNCC2COc3ccccc3O2)cc1 (centres undefined)	14%
CC(C)(C)NC(=O)c1ccccc1-c1ccccc1C(=O)O	5%
CN1CCN(C(=O)c2ccccc2NC(=O)c2ccc(Cl)cc2Cl)CC1	3%
CCc1ccc(-n2c(C)cc(C=C(C#N)C#N)c2C)cc1	14%
COc1ccc(OC)c(N(CC(=O)N/N=C/c2ccc(OC3CSC3)cc2)S(=O)(=O)c2ccccc2)c1	6%
Cc1ccc(C(=O)c2ccc(Br)cc2)cc1S(=O)(=O)Nc1cccc(C(=O)O)c1	5%
Cc1cccc(-n2c(/C=C/c3c(C)n(C)c4ccccc34)nc3ccccc3c2=O)c1	8%
O=C(COc1ccc(Cl)cc1Cl)Nc1nnc(-c2ccco2)s1	15%
O=C(Nc1ccccc1C(F)(F)F)c1cc(I)ccc1Cl	2%
CCc1ccc(NCCC(=O)c2ccc(Br)cc2)cc1	15%
COc1ccc(NC(c2ccccc2)c2ccncc2)cc1 (centres undefined)	0%
O=c1[nH]c(/C=C/c2ccc([N+](=O)[O-])cc2)nc2ccccc12	49%
COc1ccc(OCCCCOc2ccc(Br)cc2)cc1	12%
Cn1c(/C=C/c2cccnc2)nc2ccccc2c1=O	5%
COc1ccc2oc(=O)c(-c3csc(N/N=C/c4ccco4)n3)cc2c1	44%
COc1ccccc1NC1=C(Cl)C(=O)N(c2ccc(C)c(Cl)c2)C1=O	1%
Cc1c(Cl)cccc1NS(=O)(=O)c1ccc2ccccc2c1	27%
O=S(=O)(NC1C2CC3CC(C2)CC1C3)c1ccc2ccccc2c1 (centres undefined)	12%
Cc1onc(-c2c(Cl)cccc2Cl)c1C(=O)NCc1ccncc1	0%
COc1ccc(OCCSc2nc3ccccc3n2CC(=O)O)cc1	2%
COC(=O)C1=C(C)NC(=O)NC1c1ccccc1Br (centres undefined)	26%
COc1cc(/C=N/N2C(=O)c3cccc4cccc(c34)C2=O)cc(I)c1O	13%
COCCNC(=O)C(=O)Nc1ccc(C)c(C)c1	0%
CCOC(=O)c1sc(NC(=O)/C=C/c2ccc(OC)c(OC)c2)c(C(=O)OCC)c1C	3%
COc1cc(C=O)ccc1OCCOCCOc1ccc(Br)cc1Cl	18%
Cc1ccc(C(=O)COC(=O)c2c(C)c(-c3ccccc3)nc3ccccc23)cc1	7%
Cc1cc(C=C2C(=O)N(C)C(=S)N(C)C2=O)c(C)n1-c1ccc2c(c1)OCO2	18%
CCOc1c(Br)cc(/C=C2N=C(/C=C/c3ccccc3)OC/2=O)cc1OC	9%
COc1ccc(NC(=O)CN(c2cc(C)ccc2OC)S(C)(=O)=O)cc1Cl	0%
COC(=O)c1ccccc1NC(=O)c1ccc(Cl)c([N+](=O)[O-])c1	8%

No new results follow: 19 of the compounds above.
SMILES	RNase H inhibition
O=c1[nH]c(/C=C/c2ccc([N+](=O)[O-])cc2)nc2ccccc12	49%
COc1ccc(OCCCCOc2ccc(Br)cc2)cc1	12%
Cn1c(/C=C/c2cccnc2)nc2ccccc2c1=O	5%
COc1ccc2oc(=O)c(-c3csc(N/N=C/c4ccco4)n3)cc2c1	44%
COc1ccccc1NC1=C(Cl)C(=O)N(c2ccc(C)c(Cl)c2)C1=O	1%
Cc1c(Cl)cccc1NS(=O)(=O)c1ccc2ccccc2c1	27%
O=S(=O)(NC1C2CC3CC(C2)CC1C3)c1ccc2ccccc2c1 (centres undefined)	12%
Cc1onc(-c2c(Cl)cccc2Cl)c1C(=O)NCc1ccncc1	0%
COc1ccc(OCCSc2nc3ccccc3n2CC(=O)O)cc1	2%
COC(=O)C1=C(C)NC(=O)NC1c1ccccc1Br (centres undefined)	26%
COc1cc(/C=N/N2C(=O)c3cccc4cccc(c34)C2=O)cc(I)c1O	13%
COCCNC(=O)C(=O)Nc1ccc(C)c(C)c1	0%
CCOC(=O)c1sc(NC(=O)/C=C/c2ccc(OC)c(OC)c2)c(C(=O)OCC)c1C	3%
COc1cc(C=O)ccc1OCCOCCOc1ccc(Br)cc1Cl	18%
Cc1ccc(C(=O)COC(=O)c2c(C)c(-c3ccccc3)nc3ccccc23)cc1	7%
Cc1cc(C=C2C(=O)N(C)C(=S)N(C)C2=O)c(C)n1-c1ccc2c(c1)OCO2	18%
CCOc1c(Br)cc(/C=C2N=C(/C=C/c3ccccc3)OC/2=O)cc1OC	9%
COc1ccc(NC(=O)CN(c2cc(C)ccc2OC)S(C)(=O)=O)cc1Cl	0%
COC(=O)c1ccccc1NC(=O)c1ccc(Cl)c([N+](=O)[O-])c1	8%
